POLI inh: blocks human DNA polymerase iota activity; Q9UNA4; Pol iota fluorescent replication assay, 10 min; Potency, µM (doses to about 115 µM), for the others: top-dose activity, negative = inhibition, hits mostly inhibitors; 1% of 390,000 active; AID 588590
Target sequence (Q9UNA4 whole entry, looked up): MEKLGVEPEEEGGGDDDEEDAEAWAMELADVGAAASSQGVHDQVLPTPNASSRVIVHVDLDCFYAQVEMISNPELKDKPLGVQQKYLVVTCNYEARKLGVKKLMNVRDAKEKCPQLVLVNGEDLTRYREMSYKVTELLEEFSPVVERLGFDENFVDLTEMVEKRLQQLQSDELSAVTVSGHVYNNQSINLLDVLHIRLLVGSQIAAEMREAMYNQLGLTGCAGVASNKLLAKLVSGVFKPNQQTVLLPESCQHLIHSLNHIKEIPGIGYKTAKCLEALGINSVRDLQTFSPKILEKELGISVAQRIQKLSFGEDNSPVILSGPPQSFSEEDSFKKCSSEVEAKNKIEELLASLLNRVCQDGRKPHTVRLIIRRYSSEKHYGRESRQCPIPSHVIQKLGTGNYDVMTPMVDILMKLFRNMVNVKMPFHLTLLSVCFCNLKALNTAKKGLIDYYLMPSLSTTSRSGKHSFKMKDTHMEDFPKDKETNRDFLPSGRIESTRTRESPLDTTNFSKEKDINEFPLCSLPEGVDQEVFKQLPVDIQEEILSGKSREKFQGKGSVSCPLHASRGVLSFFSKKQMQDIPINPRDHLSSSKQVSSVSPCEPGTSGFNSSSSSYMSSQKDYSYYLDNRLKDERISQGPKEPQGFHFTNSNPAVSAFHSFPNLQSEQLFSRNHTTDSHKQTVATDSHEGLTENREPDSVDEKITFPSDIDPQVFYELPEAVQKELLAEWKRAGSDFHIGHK
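Pol iota at 10 nM preincubated 15 min with compounds at room temperature; reaction started with fluorescent substrate, 50 nM final. Fluorescence read kinetically at 0 and 10 min; buffer-only wells as negative control.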
Pol eta inh: DNA polymerase eta (human) inhibition; Potency, µM (series often up to 114 µM), without a hit: top-dose activity change, negative = inhibition, most hits filed as inhibitors; 1.2% of 390,000 active; AID 588591; Q9Y253; recombinant Pol eta, fluorescent DNA replication assay; also: % is scaled to controls: 0 for no effect and ±100 for the full control effect
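Pol eta (10 nM) was preincubated with compounds for 15 min at room temperature, after which fluorescent replication substrate (50 nM final) was added to start the reaction. Fluorescence was read kinetically at 0 and 10 min.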
POLK inh: DNA polymerase kappa (human) inhibition | Q9UBT6 | purified Pol kappa, fluorescent DNA synthesis assay, 10 min | Potency, µM (series often up to 107 µM), for inactives: top-dose activity, negative = inhibition, hits mostly inhibitors | 0.53% of 400,000 active | AID 588579; also: % is scaled to controls: 0 for no effect and ±100 for the full control effect
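10 nM Pol kappa preincubated 15 min at room temperature with compounds, then reaction started with substrate at 50 nM final. Fluorescence read kinetically at 0 and 10 min; buffer-only wells served as negative control.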
APE1 inh: APE1 (human) endonuclease inhibition. P27695. recombinant APE1, TAMRA/BHQ-2 abasic DNA cleavage fluorescence. Potency, µM (titrated, usually from 65.8 µM), for the others: at the highest dose activity change, negative = inhibition, most hits filed as inhibitors. 0.35% of 350,000 active. AID 2517;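 also: plate controls were vehicle for no effect and reference inhibitor for full effect; nearly all actives have a fitted effect of over 55% in size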
Target sequence (P27695 whole entry, looked up): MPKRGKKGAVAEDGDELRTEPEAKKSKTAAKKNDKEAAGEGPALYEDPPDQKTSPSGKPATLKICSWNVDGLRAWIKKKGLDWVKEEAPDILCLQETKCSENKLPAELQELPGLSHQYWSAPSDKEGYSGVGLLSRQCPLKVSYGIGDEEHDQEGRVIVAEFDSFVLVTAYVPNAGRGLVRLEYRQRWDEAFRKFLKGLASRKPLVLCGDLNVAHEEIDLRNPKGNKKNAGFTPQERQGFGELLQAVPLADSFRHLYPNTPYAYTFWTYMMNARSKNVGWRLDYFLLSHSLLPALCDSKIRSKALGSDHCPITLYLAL
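Incision of a quenched TAMRA/BHQ-2 THF abasic-site duplex (50 nM) by 0.75 nM APE1, after 15 min compound preincubation, measured as fluorescence increase over three 60 s reads. Values normalized to buffer, DMSO and NSC13755 control wells.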
BAZ2B inh: inhibitors of human BAZ2B bromodomain; Q9UIF8; AlphaScreen BAZ2B-H3K14Ac peptide displacement; Potency, µM (series often up to 114 µM), for inactives: at the top dose activity change, negative = inhibition, hits mostly inhibitors; 4.4% of 360,000 active; also: % is scaled to controls: 0 for no effect and ±100 for the full control effect; nearly all actives have a fitted effect of over 60% in size
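In this displacement format the biotinylated H3(5-23) peptide acetylated at Lys14 serves as ligand at 50 nM, with BAZ2B at 50 nM in PBS pH 7.4 containing 0.01% Tween-20. Donor and acceptor beads are 10 ug/mL final.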
Pol beta inh: DNA polymerase beta (human) inhibition; AID 485314; P06746; 1.3% of 340,000 active; Potency, µM (top dose mostly 114 µM), for inactives: at the top dose activity change, negative = inhibition, hits mostly inhibitors; Pol beta primer extension/strand displacement, fluorescence kinetic; also: % is scaled to controls: 0 for no effect and ±100 for the full control effect
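Reaction started by 50 nM substrate onto compound-treated Pol beta (10 nM, 15 min preincubation, room temperature); plates read at 0 min and 10 min. Normalized concentration-effect data fitted by four-parameter Hill equation.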
BLM helicase inh: inhibitors of human Bloom syndrome helicase BLM. P54132. recombinant BLM DNA unwinding, fluorescence dequenching. Potency, µM (highest dose often 56.1 µM), inactives show at the top dose activity change, negative = inhibition, usual class: inhibitors. 0.2% of 350,000 active. AID 2528;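 also: plate controls were vehicle for no effect and no enzyme for full effect; nearly all actives have a fitted effect of over 35% in size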
G9a inh: G9a (human) methyltransferase inhibition; Q96KQ7; G9a H3K9 monomethylation, AlphaScreen, 2 h; Potency, µM (top dose mostly 102 µM), for inactives: top-dose activity, negative = inhibition, actives largely listed as inhibitors; 8.8% of 350,000 active; AID 504332; also: % is scaled to controls: 0 for no effect and ±100 for the full control effect; nearly all actives have a fitted effect of over 75% in size
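Using a bead-based AlphaScreen, monomethylated H3K9 product from 2 h room-temperature reactions (G9a 20 nM, peptide 500 nM, SAM 20 uM) was detected with 0.5 ug/mL rabbit anti-H3K9me1 antibody.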
JMJD2A Tudor: blocks the human JMJD2A Tudor domain | O75164 | AlphaScreen JMJD2A-Tudor / H3K4me3 peptide binding | Potency, µM (highest dose often 114 µM), for inactives: at the top dose activity change, negative = inhibition, most hits filed as inhibitors | 4.4% of 390,000 active | AID 504339; also: % is scaled to controls: 0 for no effect and ±100 for the full control effect; nearly all actives have a fitted effect of over 50% in size
An asterisk follows results filed as active; ? = inconclusive; nt = not tested or not shown; & = joins results of further samples; [ ] = dose if it differs, or a comment. Calls follow the shape of the dose curve; as a rule, active = well fitted curve in the direction sought with a large enough effect; inconclusive = small, poorly fitted or top-dose-only effect, or another doubt; inactive = no such curve, though single readings can be large; an effect the other way counts as inactive or inconclusive. Potency is read from the fitted curve at half-maximal effect.

structure	POLI inh	Pol eta inh	POLK inh	APE1 inh	BAZ2B inh	Pol beta inh	BLM helicase inh	G9a inh	JMJD2A Tudor
Cc1c(Cl)cccc1Nc1nn2c(=O)c3ccc(C(=O)NCCc4ccccc4)cc3nc2s1	22%	?	-15%	nt	-34%	8%	-5%	?	-12%
COc1ccc(NC(=O)/C(=C\c2ccccc2)NC(=O)c2ccco2)cc1	122%[activator]	-7%	-12%	-12%	3%	23%	0%	9%	-20%
O=C(Nc1ncc(Cc2ccc(Cl)cc2Cl)s1)c1ccc([N+](=O)[O-])cc1	-2%	-10%	-11%	0%	-6%	18%	1%	-6%[59 µM]	-5%
COc1cc(-n2c(C)nc3cc(C(=O)NCCN4CCOCC4)ccc32)cc(OC)c1OC	nt	nt	nt	4%	-3%	28%	2%	3%	nt
COc1ccc(Cl)cc1NC(=S)NCc1ccc(S(N)(=O)=O)cc1	-3%	-9%	0%	5%	-6%	39%	-3%	13%[59 µM]	-2%
COc1cc2[nH]c(=O)n(CCCC(=O)NCc3ccc(Cl)cc3)c(=O)c2cc1OC	-15%	0%	-18%	nt	5%	-14%	-6%	9%[59 µM]	-13%
CCN(CC)CCn1c2c(c(SCC(=O)Nc3ccc(C)c(F)c3)nc1=O)CCCC2	15%	-2%	-9%	29%	0%	nt	nt	-45%	-14%
Cc1cccc(NC(=S)NCCSc2ccc(Cl)cc2)c1	63%[activator]	-4%	-9%	9%	-21%	0%	-13%	52%[activator][59 µM]	-4%
Cc1ccc(S(=O)(=O)N(C)C)cc1NC(=S)NC(=O)C12CC3CC(CC(C3)C1)C2	6%	-13%	-1%	1%	-35%	5%	-9%	-17%[59 µM]	-5%
CCCCCCOc1ccc(C2C(=O)N(C3CCCCC3)CC(=O)N2C2CCCCC2)cc1 (configuration not stated)	12%	-20%	-6%[60.1 µM]	nt	0%	23%	-4%	4%[59 µM]	-7%
CCOC(=O)CN1NC2(CCCC(C)C2)NC1=S (configuration not stated)	2%	-9%	3%	-4%	-4%	4%	-4%	10µM*	50µM*
COc1cc(NC(=S)Nc2cccnc2)cc(OC)c1OC	11%	2%	-1%	1%	-5%	17%	-4%	50µM*	-23%
CN(C)c1ccnc2c[cH-]cc12.[Fe].c1ccc(-[c-]2[c-](-c3ccccc3)[c-](-c3ccccc3)[c-](-c3ccccc3)[c-]2-c2ccccc2)cc1 (configuration not stated)	10%&17%	0%&-12%	5%&-7%	0%&-1%	1.6µM*	0%&-18%	-5%&-2%	?	4µM*
COC(=O)c1ccc(CN2CCC(Oc3ccc(C(=O)N4CCCCC4)cc3)CC2)cc1	7%	-27%	-3%	nt	nt	nt	nt	nt	-23%
CC(=C\C(=O)O)/C(=C/c1ccccc1)C(=O)O	-4%	1%	-4%	3%	-11%	19%	0%	24%[0.501 µM]	-19%
O=S(=O)(N1CCOCC1)n1c(Cc2ccccc2)nc2ccccc21	0%	-16%	-6%	?	26%	-2%	3%	30%[12.7 µM]	-3%
COc1ccc(-c2nnc(SCC(=O)NC(C)C)n2CC2CCCO2)cc1OC (configuration not stated)	4%	1%	-21%	-2%	35%	12%	0%	-1%[59 µM]	-5%
Cc1cc(C)n(CC(=O)NNC(=O)CC(C)c2ccccc2)n1 (configuration not stated)	-8%	-4%	-8%	24%	-3%	nt	nt	18%[12.7 µM]	3%
COCCn1c(=O)c(-c2ccccc2)nc2cnc(OCc3ccccc3)nc21	nt	nt	-6%[60.1 µM]	-2%	nt	nt	-2%	0%[12.7 µM]	nt
CCCc1nc(SCC(=O)N2CCCC2)c2c(=O)n(C)c(=O)n(C)c2n1	21%	-4%	-4%	6%	-13%	15%	3%	nt	-13%
CC(=O)Nc1ccc(Nc2ncc([N+](=O)[O-])c(Nc3ccc(NC(C)=O)cc3)n2)cc1	1%	-17%	-9%	-1%	4%	-20%	-7%	34%[12.7 µM]	-8%
O=[N+]([O-])c1ccc(NCCNCCOc2nonc2-c2ccccc2)c([N+](=O)[O-])c1	112%[activator]	-1%	-20%	-2%	?	1%	3%	?	?
N#C/C(=C\c1c(Cl)cccc1Cl)c1nc2ccccc2o1	2%	-26%	-14%	-3%	-30%	5%	-10%	-7%[59 µM]	-35%
Cc1ccc(S(=O)(=O)c2nc(S(C)(=O)=O)sc2N2CCC(O)CC2)cc1	1%	-5%	-9%	-3%	3%	36%	1%	nt	-11%
CN(CC1CCOCC1)C(=O)CC1C(=O)NCCN1Cc1ccc(-c2ccccc2)cc1 (configuration not stated)	55%[activator]	-12%	2%	6%	-12%	?	-1%	4%	-12%
O=C(Cn1cc(C(=O)C(F)(F)F)c2ccccc21)N1CCCCCC1	9%	-12%	-8%	nt	1%	15%	-3%	-2%[59 µM]	-7%
COc1ccccc1NC(=S)N1CCN(Cc2ccccc2)CC1	-16%	-15%	-4%	6%	-2%	1%	0%	-9%[59 µM]	-5%
CCCCSc1nc(C)c(CC(=O)O)c(=O)[nH]1	7%	-16%	-3%	-2%	-7%	24%	-10%	-2%	-8%
CC(NC(=O)C(=O)NN=C1CCCCCCCCCCC1)c1ccccc1 (configuration not stated)	15%	-18%	-3%	28%	-33%	40%	1%	-47%[59 µM]	-11%
CC(C)C(C)NC(=O)COc1ncnc2ccccc12 (configuration not stated)	2%	-12%	-15%	-2%	5%	14%	-2%	-4%[59 µM]	23%[11.4 µM]
CCC/C(=C1/c2ccccc2C(=O)N1c1ccccc1)c1ccc(O[C@@H]2CCCCO2)cc1	45%[activator]	-29%	5%	1%	nt	nt	nt	nt	-4%
CNC(=O)[C@]1(C(F)(F)F)C[C@H](CCC2CCCCC2)CCCO1	12%	nt	6%	-4%	nt	nt	-7%	nt	10%
O=C(Nc1ccc(-n2cccc2)cc1)C1CC1	-7%	-2%	-14%	-4%	?	12%	0%	-40%	-24%
COc1ccc([C@@H]2C[C@@H](c3ccccc3)Oc3cc(OC)cc(OC)c32)cc1	23%	-15%	0%	-4%	0%	14%	-9%	-4%[12.7 µM]	-25%
CNc1nc(Nc2ccc([N+](=O)[O-])cc2)nc(OCC(F)(F)F)n1	4%	-19%	11%	17%	-4%	31%	-3%	52%[activator]	2%
CN(C)C(=S)N=c1ssc(=S)n1Cc1cccnc1	40%[activator]	-14%	-2%	nt	nt	nt	nt	nt	?
CCN(CC)CCCNC(=S)N(Cc1cccnc1)Cc1cc2cccc(C)c2[nH]c1=O	41%[activator]	5%	-2%	1%	-2%	1%	39%[activator]	-2%	-9%
COC(=O)c1cnn2c(C(F)(F)F)cc(-c3ccco3)nc12	?	20µM*	0%	2%	-1%	?	-6%	?	-14%
CC(C)(C)c1ccc(NNC(=O)C2CCC2)cc1	50%[activator]	-19%	12%	3%	-2%	5%	1%	14µM*	-6%
N/C(=N\OC(=O)COc1ccccc1)c1cccnc1	9%	-15%	12%	-4%	159%[activator]	30%	-7%	222%[activator]	-3%
Cc1[nH]nc(N)c1-c1ccc(Cl)cc1	111%[activator]	-21%	-18%	-10%	-13%	18%	-9%	2%	-8%
Cc1cc(C)nc(N2CCCC(C(=O)NCc3ccc4c(c3)OCO4)C2)n1 (configuration not stated)	85%[activator]	-20%	-6%	-1%	-3%	0%	-9%	21%[12.7 µM]	-15%
O=C1CCCN1CCCNS(=O)(=O)c1cccc(F)c1	133%[activator]	-20%	-6%	0%	2%	-2%	-2%	31%[activator]	7%
Cc1cc(NC(=O)CCC(=O)N(Cc2cccs2)C(C(=O)NC2CCCC2)c2ccccc2)no1 (configuration not stated)	0%	-13%	-6%	1%	-20%	-2%	-3%	-22%[59 µM]	-17%
CCOCCCNC(=O)c1cc(Cl)c(NC(=O)C2=C(C)OCCS2)cc1OC	14%	-15%	-3%	42%[activator]	-14%	-14%	-2%	?	-19%
CCOc1ccccc1NC(=O)CSc1c2c(nc3ccc(Cl)cc13)CCCC2	12%	-12%	-16%	nt	nt	2%	0%	-5%[59 µM]	-24%
CCCNC(=O)C(=O)Nc1cc2c3c(c1)CCC(=O)N3CCC2	-13%	-14%	-14%	-8%	-1%	0%	1%	31%	-3%
COCCCN1C(=O)c2ccc(C(=O)Nc3ccc(C)cc3C)cc2C1=O	6%	-5%	-14%	15%	-15%	85%	-5%	16%	-4%
Cc1cc(C)cc(NC(=S)N2CCCC2)c1	16%	-14%	0%	-1%	4%	16%	0%	13%	-5%
CN(Cc1ccccc1)C(=O)c1ccc(NC(=O)Cc2cccc(NC(=O)C3CCCN(C(=O)C4CCC4)C3)c2)cc1 (configuration not stated)	10%	-16%	-6%	27%	6%	nt	nt	-10%[2.33 µM]	-24%
COc1cccc(NC(=O)c2cccc(N3C(=O)C4C5C=CC(C5)C4C3=O)c2)c1 (configuration not stated)	-2%	1%	-9%	-3%	-10%	26%	-4%	nt	1%
c1ccc(-c2nc(N3CCN(c4ccccc4)CC3)nc(-n3ccnc3)n2)cc1	11%	-8%	-8%	0%	-38%	?	-2%	-40%	-28%
O=C(COc1ccc2c3c(c(=O)oc2c1)CCC3)NCCCN1CCOCC1	25%	4%	11%	-2%	1%	46%	-7%	2%[0.0925 µM]	1%

Exported with each value named: two of the compounds above
> CCOCCCNC(=O)c1cc(Cl)c(NC(=O)C2=C(C)OCCS2)cc1OC
  POLI inh = 14%
  Pol eta inh = -15%
  POLK inh = -3%
  APE1 inh = 42%[activator]
  BAZ2B inh = -14%
  Pol beta inh = -14%
  BLM helicase inh = -2%
  G9a inh = ?
  JMJD2A Tudor = -19%
> O=C1CCCN1CCCNS(=O)(=O)c1cccc(F)c1
  POLI inh = 133%[activator]
  Pol eta inh = -20%
  POLK inh = -6%
  APE1 inh = 0%
  BAZ2B inh = 2%
  Pol beta inh = -2%
  BLM helicase inh = -2%
  G9a inh = 31%[activator]
  JMJD2A Tudor = 7%

Screening data: PubChem, National Center for Advancing Translational Sciences (NCATS)

This is a subset; rates above refer to the full screens.
